proKLK7 act: activates the human kallikrein-7 zymogen; purified proKLK7, EDANS-DABCYL substrate fluorescence; 100% is mature enzyme control, 0% vehicle; activation, % at 7 µM; P49862; hit rate 0.9% among 370,000;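 active means activation above the mean of all tested compounds plus 3 SD, computed per campaign excluding outliers beyond control limits, cut at about 13% in these data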
Target sequence (P49862 whole entry, looked up): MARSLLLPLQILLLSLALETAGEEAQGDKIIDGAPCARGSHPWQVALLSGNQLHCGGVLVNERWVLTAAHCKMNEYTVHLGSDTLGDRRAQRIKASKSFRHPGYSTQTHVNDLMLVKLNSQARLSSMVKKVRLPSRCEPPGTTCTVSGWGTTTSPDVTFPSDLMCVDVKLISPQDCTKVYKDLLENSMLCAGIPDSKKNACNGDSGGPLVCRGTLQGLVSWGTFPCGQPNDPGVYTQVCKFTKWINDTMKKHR
Tn6 DDE FP: disrupts Tn6 cyclic peptide binding to fibrin D-Dimer-E complex; P02675; Fibrin DD(E) TRITC-Tn6 fluorescence polarization displacement; inhibition, % at 8.3 µM; hit rate 0.21% among 370,000;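 active means inhibition above a per-campaign cutoff: mean of compounds within control limits plus 3 SD, cut at about 15% in these data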;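 further: 0% = median of all compound wells on the plate and 100% = blocking peptide control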
Target sequence (P02675 whole entry, looked up): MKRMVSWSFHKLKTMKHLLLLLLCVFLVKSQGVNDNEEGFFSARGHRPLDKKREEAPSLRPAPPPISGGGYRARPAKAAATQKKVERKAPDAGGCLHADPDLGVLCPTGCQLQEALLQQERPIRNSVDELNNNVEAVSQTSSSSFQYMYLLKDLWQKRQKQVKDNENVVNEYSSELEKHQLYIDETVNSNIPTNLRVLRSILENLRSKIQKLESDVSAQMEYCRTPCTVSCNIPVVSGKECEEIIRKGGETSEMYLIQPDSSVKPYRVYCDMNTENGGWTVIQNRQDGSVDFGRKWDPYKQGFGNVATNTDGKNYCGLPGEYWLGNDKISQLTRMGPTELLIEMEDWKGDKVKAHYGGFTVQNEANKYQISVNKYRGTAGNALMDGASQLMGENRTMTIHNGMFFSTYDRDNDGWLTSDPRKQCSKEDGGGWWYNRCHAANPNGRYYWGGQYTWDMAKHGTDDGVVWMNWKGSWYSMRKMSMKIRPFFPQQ
MBD2 DNA inh: inhibitors of human MBD2 binding to methylated oligonucleotide; TR-FRET; inhibition, % at 4.4 µM; hit rate 0.31% among 370,000; AID 686964; in the data active means inhibition above about 13%
Tn7 DDE FP: DD(E)-Tn7 binding inhibition, primary FP screen. hit rate 0.13% among 370,000. P02675. inhibition, % at 8.3 µM. FP displacement of FITC-Tn7 peptide from fibrin DD(E); 0% = median of compound wells per plate;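 active means inhibition above the mean of compounds falling within the control limits plus 3 SD of them, cut at about 14% in these data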;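 further: 0% = plate median of compound wells and 100% = 10 µM Aha-Tn7 peptide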
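Test system: human clot-derived fibrin DD(E) complex / Quantity: 2 µM final DD(E) protein / Incubation: 10 min plus 3 h, room temperature / Measured by: fluorescence polarization / Benchmarks: high control of 10 µM Aha-Tn7 peptide / Replicates: singlicate testing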
UHRF1 MBD2 ctr: UHRF1 methyl-DNA binding inhibition; Q96T88; UHRF1 binding to methylated oligo, TR-FRET; inhibition, % at 4.4 µM; hit rate 0.75% among 370,000; AID 687016; in the data active means inhibition above about 21%;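 further: UHRF1 SRA domain binding a hemimethylated CpG hairpin DNA probe; 0% = median of test compound wells and 100% = reference inhibitor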
TDP2 absorb: TDP2 (human) inhibition, absorbance primary screen; O95551; recombinant TDP2, T5PNP hydrolysis, p-nitrophenol absorbance 415 nm; inhibition, % at 12.8 µM; hit rate 0.34% among 370,000; AID 720702;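 active means inhibition above the mean of all tested compounds plus 3 SD, set per campaign, cut at about 25% in these data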;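 further: 0% = DMSO with enzyme and 100% = buffer with substrate but no TDP2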
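test system = human TDP2 enzyme | input = TDP2 enzyme at 120 nM final | medium = 50 mM Tris-HCl pH 7.5 with Mg2+, KCl, DTT, BSA | also added = T5PNP substrate, 5 mM | times = 2 h at 37 °C | technique = epi absorbance | benchmarks = high control without enzyme, low control DMSO plus TDP2 | replication = each compound tested once, singlicate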
SIAE primary: blocks human sialic acid acetylesterase. Q9HAT2. hit rate 0.69% among 370,000. SIAE FP-Rh probe binding, fluorescence polarization. AID 1053197. inhibition, % at 9.66 µM;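 active means inhibition above a cutoff: mean of compounds within the control limits plus 3 SD of those, cut at about 17% in these data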;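 further: 0% = plate median of compound wells and 100% = probe without SIAE protein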
TCR-CD3 inh: human TCR-CD3 binding inhibition; hit rate 0.37% among 360,000; inhibition, % at 9.4 µM; TAMRA-labeled TCR probe fluorescence, biochemical; AID 651800; in the data active means inhibition above about 19%;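 further: recombinant mutant TCR 2C K166C tagged with TAMRA read by polarization; 0% = receptor in buffer alone and 100% = receptor with positive control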
PRMT1 inh: inhibitors of human PRMT1; hit rate 1.3% among 370,000; inhibition, % at 2.79 µM; recombinant PRMT1, activity-based probe fluorescence polarization; Q99873;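 active means inhibition above about 21% made by adding two undisclosed values, limit read from the data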
Target sequence (Q99873 whole entry, looked up): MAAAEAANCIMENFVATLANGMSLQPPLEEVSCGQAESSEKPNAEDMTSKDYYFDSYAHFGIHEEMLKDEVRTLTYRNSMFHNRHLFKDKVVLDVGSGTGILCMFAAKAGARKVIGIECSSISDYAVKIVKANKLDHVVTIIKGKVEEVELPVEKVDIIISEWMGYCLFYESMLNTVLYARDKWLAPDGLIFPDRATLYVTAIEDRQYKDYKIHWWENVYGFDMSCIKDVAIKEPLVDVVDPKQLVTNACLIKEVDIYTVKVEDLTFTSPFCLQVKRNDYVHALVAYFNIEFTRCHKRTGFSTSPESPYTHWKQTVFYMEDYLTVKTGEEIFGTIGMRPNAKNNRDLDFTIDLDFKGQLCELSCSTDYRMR
LEDGF integ inh: blocks HIV-1 LEDGF/p75-dependent DNA integration; TR-FRET IN-LEDGF/p75 DNA integration, Eu/Cy5; inhibition, % at 3.7 µM; hit rate 0.64% among 370,000; AID 743269;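 active means inhibition above the screen-wide mean plus 3 SD, cut at about 13% in these data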;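 further: signal is the Cy5 over europium emission ratio at 671 and 618 nm; 0% = plate median of compound wells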
Active calls of the source: *; nt = not tested or not shown.

molecule	proKLK7 act	Tn6 DDE FP	MBD2 DNA inh	Tn7 DDE FP	UHRF1 MBD2 ctr	TDP2 absorb	SIAE primary	TCR-CD3 inh	PRMT1 inh	LEDGF integ inh
CC(C)(C)OC(=O)N[C@@H](Cc1ccccc1)C(=O)N[C@@H](CO)[C@H](O)[C@@H]1C[C@@H]1C(=O)NC1CCCCC1	-0.2	4	-5	-1	-1	5	-3	3	0	-2
C=CCn1c(C)nnc1SCC(=O)NC1CC1	0.2	4	-11	4	-3	3	1	3	-5	1
O=C(c1cccc(C(F)(F)F)c1)C1CCCN(C(=O)/C=C/c2cnc[nH]2)C1 (stereo not given)	-0.4	7	1	1	0	0	1	4	0	1
CCOC(=O)c1cc(-c2csc(COc3ccccc3Cl)n2)on1	0.4	-2	4	6	1	4	-2	3	-3	-2
COc1cc(C2NC(=O)C(C#N)=C(S)N2c2ccccc2)ccc1OC(C)C (stereo not given)	0.2	-2	-5	-6	3	-5	-4	1	3	-5
CC(C)CC(N)c1csc(NC(=O)Nc2ccccc2Cc2ccccc2)n1 (stereo not given)	-0.1	6	-2	5	1	-12	3	4	4	9
COc1cc(NS(=O)(=O)c2ccc(C)c(C)c2)c(OC)cc1Cl	0.3	2	-2	-6	-3	-12	-1	8	-1	-2
Cc1cc(Cl)ccc1OCCCC(=O)N1CCCc2ccccc21	0.3	0	2	-3	-2	-3	3	2	2	-1
Cc1cc(C)cc(N(C(=O)CCC(=O)Nc2cc(C)on2)C(C(=O)NC2CCCC2)c2ccco2)c1 (stereo not given)	-0.3	7	1	-3	-3	-3	-5	8	-2	1
O=C(CSc1ncccn1)Nc1ccc2[nH]c(=O)[nH]c2c1	-0.8	-4	-6	-4	0	-7	3	5	-3	6
O=C(NC1CCCC1)C1CSCCS(=O)(=O)N1Cc1ccccc1 (stereo not given)	0.3	3	2	2	-1	8	-4	nt	0	1
Nc1ccc(-c2nc3cc(N)ccc3n2CCO)cc1	68*	1	1	9	0	4	8	4	0	-2
CN1C(=O)C(O)(CC(=O)c2ccccn2)c2cc(Br)ccc21 (stereo not given)	0.3	-11	9	0	7	14	-5	2	5	0
CCc1cccc(NS(=O)(=O)c2ccc3c(c2)n(C)c(=O)n3C)c1	0.1	-3	-4	-2	2	1	0	2	3	-2
Cc1cc(C)nc(NC(=S)Nc2ccc(F)cc2F)c1	0.4	-1	3	1	0	7	-4	1	0	-3
O=C(Nc1ccccc1C1CC1)c1cccs1	-0.1	-2	1	-2	1	-9	-4	-5	3	-1
Nc1nnc(C(c2ccccc2)c2ccccc2)s1	-0.7	0	3	2	1	-10	2	-9	1	-5
COc1ccc(S(=O)(=O)N2CCCCCC2)c2ccccc12	1.4	2	2	-3	1	-5	-3	nt	-5	4
CCOc1ccc(N(CC(=O)N2CCOCC2)S(=O)(=O)c2ccc(SC)cc2)cc1	-0.3	3	3	1	2	-1	12	-4	15	-2
Cc1nc2c(cc1C(=O)N/N=C/c1ccc(O)c(O)c1)c(=O)n(C)c(=O)n2C	-0.1	-7	-3	-9	8	-9	6	4	5	-5
Cc1cnc(NC(=O)Cn2cnc3c2c(=O)n(C)c(=O)n3C)s1	1.2	-8	1	-8	0	5	-1	-9	2	-3
CCOC(=O)c1cc(C)n(CCc2ccccc2)c1C	-0.1	-8	1	1	-1	1	1	0	1	-3
COCCc1nnc(NC(=O)C(C)C)s1	-0.1	5	-4	-3	-3	10	2	-2	-5	4
COc1ccc(CNC(=O)c2sc(=O)n(Cc3ccc(C)cc3)c2C)cc1	-0.3	-1	-5	7	0	4	-2	3	-3	-1
O=C1/C(=C\c2ccc(O)cc2)SC(=S)N1Cc1ccccc1	-0.2	-8	-1	-11	-1	-13	2	-11	3	4
O=C1CCC(=O)N(O)CCCCCNC(=O)CCC(=O)N(O)CCCCCNC(=O)CCC(=O)N(O)CCCCCN1	-0.2	4	0	2	-3	-7	7	2	2	-11
Fc1ccc(OCc2nn3c(Cn4nnc5ccccc54)nnc3s2)cc1	0.0	11	-4	1	2	11	0	-1	5	2
COc1ccc(Br)cc1/C=N/NC(=O)c1ccco1	0.2	9	-1	4	-3	-5	2	4	-1	-3
CCCCCNC(=O)c1ccc2c(=O)[nH]c3c(C(=O)NCC4CCCO4)sc(=S)n3c2c1 (stereo not given)	-0.3	-3	2	-3	-2	0	-1	12	0	-5
COC(=O)C1=C(C)N(CCc2c[nH]c3ccc(OC)cc23)C(=O)C1	1.1	-6	-5	-8	-2	2	3	4	2	2
O=C(c1ccco1)N(Cc1cccc([N+](=O)[O-])c1)c1ccc(Br)cc1	-0.2	-2	3	-4	3	0	-1	1	-2	1
Cc1nnsc1C(=O)Nc1ccc(Cl)cc1Cl	-1.0	2	-3	11	-2	1	-1	3	1	0
CN(C)c1ccc(C2N(c3ccc(F)cc3)C(=O)C3CCCN32)cc1 (stereo not given)	0.3	8	1	-2	0	2	3	-3	2	-3
CCN1CCN(C(=O)c2cc(S(=O)(=O)Nc3ccc(S(C)(=O)=O)cc3)ccc2Cl)CC1	-0.1	0	-2	1	0	3	4	4	-1	-2
CCOC(=O)Nc1ccc(C)cc1NC(=O)OCC	0.6	1	-4	-8	-4	1	3	6	-1	-2
O=C(CCCSc1nc2ccccc2[nH]1)NC1=NCCS1	-0.1	0	-6	1	2	13	-4	-2	1	4
Cc1cc(C(=O)Nc2cccc(NC(=O)c3ccco3)c2)ccc1[N+](=O)[O-]	0.6	7	7	1	11	-13	-4	-5	1	-1
CCOc1ccccc1N1CCN(Cc2cnc(-c3ccccc3)[nH]2)CC1	0.3	-5	-4	1	2	8	11	1	-2	1
Cc1ccc2oc(-c3cccc(NC(=O)Cc4cccs4)c3)nc2c1	0.0	-2	-2	-2	0	-4	1	10	-1	1
C=CCn1c(-c2cccc([N+](=O)[O-])c2)n[nH]c1=S	-0.4	2	-9	5	-6	1	7	11	-2	-5
CN1CCN(C(=O)c2ccc(Cl)cc2)CC1	-0.3	-4	6	-2	4	-18	-8	-6	4	-2
O=C(CSc1ccc2nnc(-c3ccc(Cl)cc3)n2n1)N1CCCc2ccccc21	0.0	1	2	5	2	2	2	3	0	1
C[C@H](CO)N1C[C@H](C)[C@@H](CN(C)C(=O)Nc2ccccc2)Oc2ccc(NS(=O)(=O)c3cn(C)cn3)cc2C1=O	-0.9	1	-2	1	2	-4	3	-2	2	-2
CCOC(=O)C1CNc2cc(S(=O)(=O)CC)ccc2O1 (stereo not given)	0.1	-5	3	-2	2	0	2	-1	1	-4
Cc1cc(C)n(CC(=O)O)c(=O)c1[N+](=O)[O-]	-0.3	1	1	-2	2	-5	3	1	-1	-2
CCOC(=O)N1CCN(C(=O)CSc2nc(-c3cccc(C)c3)ns2)CC1	1.1	10	-3	-2	-1	-6	-6	5	3	-2
CC1(C(=O)OCC(=O)Nc2nc(-c3ccc(F)c(F)c3)cs2)CC1(Cl)Cl (stereo not given)	-0.1	-10	0	6	-1	6	-45	3	-2	0
Cc1nc(-c2ccccc2)cc(N2CCCC2)n1	-0.1	4	-2	-8	6	0	-4	6	-2	4
CC1(C)Cc2cccc(C(=O)Nc3ccc(Cl)cc3)c2O1	-0.1	2	-4	0	-2	16	-3	-2	-3	0
CC(=O)Nc1ccc(NC(=O)C2CCCN2/C=C/C(=O)C(F)(F)F)cc1 (stereo not given)	0.2	-5	-6	6	-1	12	2	-4	0	0

In a second layout: results already given
O=C(CSc1ccc2nnc(-c3ccc(Cl)cc3)n2n1)N1CCCc2ccccc21
  proKLK7 act = 0.0
  Tn6 DDE FP = 1
  MBD2 DNA inh = 2
  Tn7 DDE FP = 5
  UHRF1 MBD2 ctr = 2
  TDP2 absorb = 2
  SIAE primary = 2
  TCR-CD3 inh = 3
  PRMT1 inh = 0
  LEDGF integ inh = 1

C[C@H](CO)N1C[C@H](C)[C@@H](CN(C)C(=O)Nc2ccccc2)Oc2ccc(NS(=O)(=O)c3cn(C)cn3)cc2C1=O
  proKLK7 act = -0.9
  Tn6 DDE FP = 1
  MBD2 DNA inh = -2
  Tn7 DDE FP = 1
  UHRF1 MBD2 ctr = 2
  TDP2 absorb = -4
  SIAE primary = 3
  TCR-CD3 inh = -2
  PRMT1 inh = 2
  LEDGF integ inh = -2

CCOC(=O)C1CNc2cc(S(=O)(=O)CC)ccc2O1 (stereo not given)
  proKLK7 act = 0.1
  Tn6 DDE FP = -5
  MBD2 DNA inh = 3
  Tn7 DDE FP = -2
  UHRF1 MBD2 ctr = 2
  TDP2 absorb = 0
  SIAE primary = 2
  TCR-CD3 inh = -1
  PRMT1 inh = 1
  LEDGF integ inh = -4

Remaining list, next part:
molecule	proKLK7 act	Tn6 DDE FP	MBD2 DNA inh	Tn7 DDE FP	UHRF1 MBD2 ctr	TDP2 absorb	SIAE primary	TCR-CD3 inh	PRMT1 inh	LEDGF integ inh
C=CCc1c(C)nc(SCc2ccccc2)[nH]c1=O	0.3	-6	2	1	3	-3	-2	-2	3	-2
CN(C)/C=N/S(=O)(=O)c1cccn1-c1ncc(C(F)(F)F)cc1Cl	0.5	2	-6	-4	-1	7	-1	5	1	0
Cc1cc2cc(NC(=O)c3ccco3)ccc2[nH]1	-0.6	-12	1	-2	1	-12	7	-7	11	-2
COCCCNC(=O)C(=O)N/N=C/c1ccc(OCC(=O)Nc2cccc(Cl)c2C)c(OC)c1	0.3	5	-1	6	1	3	-4	2	3	1
CC(C)c1cc(NC(=O)CCl)on1	0.2	-3	6	5	6	-5	-5	-6	4	-1
Cc1cc(NC(=O)C(C)SCC(=O)N(C)CC(=O)Nc2ccccc2C(F)(F)F)no1 (stereo not given)	-0.2	-4	-2	-1	1	-6	0	4	-1	-1
CN1OC[C@@H]2CN(S(=O)(=O)c3ccccc3)[C@H](c3cccc(Br)c3)C[C@@H]21	-1.4	0	3	-1	1	1	5	-4	4	-1
O=C1NCCC/C1=N\Nc1ccc(Br)cc1	-0.1	1	0	3	-4	6	-5	13	3	1
Cc1ccc(NC(=O)Nc2cccc(C)n2)c(C)c1	0.4	1	2	4	0	12	2	-1	-1	-1
COc1ccc(C2C(C(N)=O)=C(C)Nc3nc(-c4ccccc4Cl)nn32)c(OC)c1 (stereo not given)	0.4	-1	2	8	-2	-2	0	0	-7	6
CCC1S/C(=N/S(=O)(=O)c2ccc(N)cc2)NC1=O (stereo not given)	0.6	2	-2	-2	0	-5	6	-1	-7	5
CCOc1ccccc1NC(=O)C(=O)CC(=O)c1cccc(OC)c1	0.1	3	5	7	0	-3	-7	1	6	-1
CCOc1ccc(C(=O)Nc2nnc(SCC(=O)NCC3CCCO3)s2)cc1 (stereo not given)	0.1	-4	2	0	2	2	0	-4	2	-4
O=C(O)CCNC1CCCCC1	-0.1	3	2	-1	-1	-3	2	9	-2	-1
COc1cc2oc(-c3ccc(O)cc3)cc(=O)c2c(OC)c1O	-3.4	-21	0	-2	-2	-6	-6	-11	7	-2
CN(C)CCCO[C@@H]1[C@H]2OC(C)(C)O[C@H]2O[C@@H]1[C@H](O)CO	-0.5	-3	7	3	-1	1	-4	7	-7	3
Cc1noc(/C=C/N(C)C)c1S(=O)(=O)N1CCC(C(=O)NC(C)(C)C)CC1	0.5	3	1	-2	1	-2	10	4	5	7
Cn1c(O)c(N=NC(=O)CNC(=O)c2ccccc2)c2cc(Br)ccc21	0.5	6	-3	0	-7	8	-6	2	1	3

Random draw from the library; any-hit rate near 4.6%.
